FBPA coupling cs: counter-screen for Giardia aldolase inhibitors: coupling enzyme system; coupling enzyme system counterscreen, AmpLite Red fluorescence; activity change, negative = inhibition, % at 58.2 µM, hits read low; hit rate 0.67% among 290,000; in the data active means activity change below about -30%
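Activity here indicates interference with the coupling reaction, not aldolase inhibition. Compounds at 57.5 uM final met coupling enzymes for 10 min at RT; substrate and AmpLite Red detection followed, with a 525/598 nm fluorescence read after 20 min.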
Gal4-VP16 FLuc: counter-screen for ROR gamma inhibitors: Gal4-VP16 reporter. Drosophila S2 Gal4-VP16 UAS-luciferase, luminescence, 20 h. Potency, µM (series often up to 53.6 µM), inactives show at the top dose activity, negative = inhibition, actives largely listed as inhibitors. hit rate 3.5% among 310,000. AID 2546;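 further: Gal4-VP16 expression switched on by copper sulfate through the metallothionein promoter; potency means the concentration at half of the fitted maximal effect; nearly all actives have a fitted effect of over 50% in size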
RORgamma inh: blocks mouse ROR gamma transcriptional activity; P51450; Drosophila S2 Gal4-RORgamma UAS-luciferase reporter, 20 h; Potency, µM (doses to about 53.6 µM), inactives show at the highest dose activity change, negative = inhibition, actives largely listed as inhibitors; hit rate 5.4% among 310,000; AID 2551; further: potency means the concentration at half of the fitted maximal effect; nearly all actives have a fitted effect of over 60% in size
Target sequence (P51450 whole entry, looked up, the tested form may be a part): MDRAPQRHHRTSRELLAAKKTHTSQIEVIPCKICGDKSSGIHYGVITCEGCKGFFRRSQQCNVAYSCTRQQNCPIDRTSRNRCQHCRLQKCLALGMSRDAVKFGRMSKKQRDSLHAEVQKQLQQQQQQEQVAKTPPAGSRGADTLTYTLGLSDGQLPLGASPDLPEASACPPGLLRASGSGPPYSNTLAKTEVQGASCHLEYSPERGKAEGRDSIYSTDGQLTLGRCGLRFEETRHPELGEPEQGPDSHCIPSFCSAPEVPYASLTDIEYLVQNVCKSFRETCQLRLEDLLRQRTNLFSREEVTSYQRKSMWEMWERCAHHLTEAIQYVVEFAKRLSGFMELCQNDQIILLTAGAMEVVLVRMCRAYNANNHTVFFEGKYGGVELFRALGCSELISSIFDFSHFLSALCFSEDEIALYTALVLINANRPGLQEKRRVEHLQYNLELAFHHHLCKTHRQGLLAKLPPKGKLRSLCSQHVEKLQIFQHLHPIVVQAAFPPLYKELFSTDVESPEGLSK
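Using a luciferase readout, inhibitors were identified by reduced reporter activity in Drosophila cells coexpressing a copper-inducible Gal4–ROR gamma fusion and UAS-driven Photinus luciferase, incubated 20 hr after 700 uM copper sulfate.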
* hit, by the source's call; ? = inconclusive; & = joins results of further samples; ! = not active in a repeat; [ ] = dose if it differs, or a comment. Unless noted, the call rests on the fitted dose curve; in most records, active means well fitted curve in the direction sought with a large enough effect; inconclusive means small, poorly fitted or top-dose-only effect, or another doubt; inactive means no such curve, though single readings can be large; an effect the other way counts as inactive or inconclusive. On the % scale 0 is the no-effect control and ±100 the full control effect. An excerpt; count on the stated rates, not on these rows.

Every second line gives: FBPA coupling cs | Gal4-VP16 FLuc | RORgamma inh
1) CN1CCN(c2ncc3nc(-c4cc(F)cc(F)c4)c(=O)n(CCC#N)c3n2)CC1
  4 | 3% | -7%
2) CCC(/C=C/C(C)C1CCC2C3CCC4=CC(=O)CC[C@@]4(C)C3CC[C@@]12C)C(C)C (some centres undefined)
  8 | 4% | 28%
3) CNC1C(OC2C(O[C@@H]3C(O)C(O)[C@@H](N=C(N)N)C(O)C3N=C(N)N)OC(C)[C@@]2(O)CO)OC(CO)C(O)C1O (some centres undefined)
  1 | 4% | -4%
4) CCCC[C@H](NC(C)=O)C(=O)N[C@H]1CC(=O)NCCCC[C@@H](C(N)=O)NC(=O)[C@H](Cc2c[nH]c3ccccc23)NC(=O)[C@H](CCCN=C(N)N)NC(=O)[C@@H](Cc2ccccc2)NC(=O)[C@H](Cc2cnc[nH]2)NC1=O
  0 | -4% | 4%
5) CN1CCN(c2ncc3nc(-c4ccccc4)c(=O)n(Cc4cccs4)c3n2)CC1
  -1 | -1% | -4%
6) CCC(=O)NCCC1CCc2ccc3c(c21)CCO3 (centres undefined)
  2 | -3% | 23%
7) COc1ccc2[nH]cc(CCNc3ccnc(-c4ccccc4Cl)n3)c2c1
  1 | 3% | -10%
8) COc1cccc(Cn2c(=O)c(C)nc3cnc(OC)nc32)c1
  0 | -2% | -43%
9) COc1ccccc1NC(=O)Nc1nc(-c2cccnc2)nc2ccccc12
  4&2 | -6%&1% | 0%&-1%
10) NCCCC[C@H](NC(=O)[C@@H]1CCCN1C(=O)[C@@H](N)CCCN=C(N)N)C(=O)N1CCC[C@H]1C(=O)N[C@@H](CCC(N)=O)C(=O)N[C@@H](CCC(N)=O)C(=O)N[C@@H](Cc1ccccc1)C(=O)O
  5 | 2% | 10%
11) CCOC(=O)[C@@]12C[C@@H]1/C(=N/O)c1ccccc1O2
  0 | -7% | 18%
12) CCCC(C)(C)C(=O)Nc1ccc(Cl)cc1
  -1 | 1% | -18%
13) COc1ccc2c(c1)O[C@@H](c1ccc3c(c1)OCO3)[C@H](OC(=O)NCc1ccc3c(c1)OCO3)C2=O
  -2 | -9% | -9%
14) Cn1cc(-c2nc3cnc(N4CCNCC4)nc3n(Cc3ccc(F)cc3)c2=O)c2ccccc21
  3 | ? | ?
15) COC(=O)[C@@H](NC(=O)O[C@H]1C(=O)c2cc(OC)ccc2O[C@@H]1c1ccc(OC)c(Br)c1)C(C)C
  0 | 3% | 5%
16) COC(=O)NC(c1ccco1)C(C(C)=O)C(=O)OC (centres undefined)
  0 | -3%[10 µM] | 10%[10 µM]
17) Cc1noc(C)c1-c1ccc2ncnc(NC(C)c3ccccc3)c2c1 (centres undefined)
  0 | -11% | -81%
18) COc1ccc(-n2c(=O)c(C)nc3cnc(Oc4ccccc4)nc32)cc1
  4 | -10% | 33%
19) Cn1cccc1C(=O)N1CCC2(CCCN(c3ncccn3)C2)CC1
  6 | -15% | -15%
20) CN(C)Cc1ccccc1-c1ccc2ncnc(N(C)C)c2c1
  2 | 4% | 5%
21) COC(=O)[C@@]1(Cc2ccc(F)cc2)[C@H]2c3cc(C(=O)N(C)C)n(CCO)c3C[C@H]2CN1C(=O)c1ccccc1
  -2 | 18% | -1%
22) CN(Cc1ccco1)c1cc(-c2cccnc2)ncn1
  -1 | 22% | 9%
23) COc1ccc(NC(=O)N2CCC3(CC2)CCN(C(=O)c2ccncc2)CC3)cc1
  -1 | -1% | -1%
24) Cc1nc2cnc(N(C)C)nc2n(C[C@H]2CCCO2)c1=O
  1 | -5% | 29%
25) C[C@@H](c1ccccc1)N1C(=O)[C@H]2[C@H]3[C@H](O)[C@H](O)C/C(=N/NC(=O)OCc4ccccc4)[C@@H]3CC[C@@H]2C1=O
  0 | -2%[10 µM] | -3%[10 µM]
26) COc1cccc([C@@H]2Oc3ccc(OC)cc3C(=O)[C@H]2OC(=O)N[C@H]2CCCc3ccccc32)c1
  2 | -4% | -6%
27) CN1CCN(c2ncc3nc(-c4cccs4)c(=O)n(Cc4cccs4)c3n2)CC1
  3 | ? | 13µM*
28) COc1ccc(NC(=O)N2CC[C@@]3(CCCN(C(=O)c4cccc(F)c4)C3)C2)cc1
  0 | -6% | -4%
29) O=C(N/N=C1/C[C@@H](O)[C@@H](O)[C@@H]2[C@@H]3C(=O)N(C[C@@H]4CCCO4)C(=O)[C@H]3CC[C@@H]12)OCc1ccccc1
  3 | 6%[10 µM] | 6%[10 µM]
30) CS(=O)(=O)N1CCC2(CC1)CN(c1ccccc1)C2
  1 | -11% | 25%
31) N#Cc1ccc(CS(=O)(=O)c2nnnn2-c2ccccc2)cc1
  3 | -21% | ?
32) CN1CCN(c2nc(-c3ccc4c(c3)OCO4)nc3ccccc23)CC1
  0 | -4% | -20%
33) O=S(=O)(O)c1cc(N=C=S)ccc1/C=C/c1ccc(N=C=S)cc1S(=O)(=O)O
  10 | -29% | -13%
34) CCCCCC/C=C1\CC(C(=O)OCC)Oc2ccccc21 (centres undefined) (tested in a mixture with another compound)
  -2 | -2% | 29%
35) O=C(c1cnccn1)N1CCC2(CCN(Cc3nccs3)CC2)CC1
  4 | -13% | -12%
36) CC(C)=CCC/C(C)=C/CO/N=C1/C[C@@H](O)[C@@H](O)[C@@H]2[C@@H]3C(=O)N(Cc4ccc5c(c4)OCO5)C(=O)[C@H]3CC[C@@H]12
  -1 | -9%[10 µM] | -1%[10 µM]
37) O=C1CCCC=C1[C@@H](O)CCOC(c1ccccc1)(c1ccccc1)c1ccccc1
  -1&1 | -1% | 7%
38) CO/N=C(\C(=O)N[C@@H]1C(=O)N2C(C(=O)O)=C(COC(C)=O)CS[C@@H]12)c1csc(N)n1
  -9 | 1%[17 µM] | -34%[16.9 µM]
39) CC(C)(Oc1ccc([C@@H]2CC2(Cl)Cl)cc1)C(=O)O
  8 | 5%[17 µM] | 2%[16.9 µM]
40) Nc1c(S(=O)(=O)O)cc(Nc2cccc3ccccc23)c2c1C(=O)c1ccccc1C2=O
  -6 | ? | -36%

Profiles from above.
Shown for `O=C(c1cnccn1)N1CCC2(CCN(Cc3nccs3)CC2)CC1` : FBPA coupling cs: 4; Gal4-VP16 FLuc: -13%; RORgamma inh: -12%
Shown for `O=C1CCCC=C1[C@@H](O)CCOC(c1ccccc1)(c1ccccc1)c1ccccc1` : FBPA coupling cs: -1&1; Gal4-VP16 FLuc: -1%; RORgamma inh: 7%

Continuation.
Every second line gives: FBPA coupling cs | Gal4-VP16 FLuc | RORgamma inh
41) COC1=CC(=O)C(O)=C/C1=C\C=C\c1ccccc1
  -17 | 13µM* | -95%
42) Cn1cc(C=C2C(=O)Nc3cccnc32)c2ccccc21
  -10&-2 | 3%&6% | 4%&42%
43) C=C(C)C(O)/C=C/c1ccc(C(F)(F)F)cc1 (centres undefined)
  -2&5 | 2%&-13% | -16%&-26%
44) CCCCCCCC#Cc1ccccc1/C=N/S(=O)C(C)(C)C (centres undefined)
  1 | 1%[10 µM] | -15%[10 µM]
45) CCCCCCCC(=O)O[C@H](CC(=O)O)C[N+](C)(C)C
  4 | 3% | 1%
46) CC(C)(C)OC(=O)C1=NOC2(C=CC(=O)C=C2)C1
  3&-13 | 13µM*! | ?
47) CNc1ncnc2ccc(-c3ccccc3CN(C)C)cc12
  -12 | -2% | 14%
48) Cc1cnc(CNc2nc(-c3c(C)noc3C)nc3ccccc23)cn1
  -1 | -5% | -29%
49) c1cncc(CNc2nc(-c3ccoc3)nc3ccccc23)c1
  -1 | 6% | 4%

6 of the compounds above, bar-delimited:
cpd | SMILES | FBPA coupling cs | Gal4-VP16 FLuc | RORgamma inh
47 | CNc1ncnc2ccc(-c3ccccc3CN(C)C)cc12 | -12 | -2% | 14%
49 | c1cncc(CNc2nc(-c3ccoc3)nc3ccccc23)c1 | -1 | 6% | 4%
42 | Cn1cc(C=C2C(=O)Nc3cccnc32)c2ccccc21 | -10&-2 | 3%&6% | 4%&42%
45 | CCCCCCCC(=O)O[C@H](CC(=O)O)C[N+](C)(C)C | 4 | 3% | 1%
43 | C=C(C)C(O)/C=C/c1ccc(C(F)(F)F)cc1 (centres undefined) | -2&5 | 2%&-13% | -16%&-26%
44 | CCCCCCCC#Cc1ccccc1/C=N/S(=O)C(C)(C)C (centres undefined) | 1 | 1%[10 µM] | -15%[10 µM]

High-throughput results as filed in PubChem.
